Compound activity deposited in PubChem BioAssay by Southern Research Specialized Biocontainment Screening Center.
M. tuberculosis = growth inhibition of non-replicating M. tuberculosis (AID 488890) | Mycobacterium tuberculosis non-replicating, growth inhibition; higher % means a stronger effect | one-dose inhibition, % at 25 µM; IC50 in µM for titrated hits | 0.39% of 320,000 active; in the data active means a potency from the dose series; inconclusive means inhibition mostly from about 82% at the one dose, without a potency; inactive means the rest, 99 in 100 with inhibition below about 76%;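 further: plate controls were DMSO cells for no effect and high antibiotic wells for full effect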
VEEV TC-83 Vero = inhibitors of VEEV TC-83 cytopathic effect, confirmation, Vero cells (AID 588727) | Vero cells, VEEV TC-83 cytopathic effect inhibition; higher % means a stronger effect | inhibition, % at 20 µM; hits with a dose series show IC50 in µM | 0.13% of 350,000 active; in the data active means a potency from the dose series; inconclusive means inhibition mostly from about 14% at the one dose, without a potency; inactive means the rest, 99 in 100 with inhibition below about 12%; further: strong numbers were not always called active
H37Rv inhibition = M. tuberculosis growth inhibition, HTS (AID 449762) | M. tuberculosis H37Rv growth inhibition, 7H9 media; higher % means a stronger effect | inhibition, % at 25 µM; hits with a dose series show IC50 in µM | 0.59% of 330,000 active; in the data active means a potency from the dose series; inconclusive means inhibition above about 70% without an active follow-up result;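 further: bacterial growth assessed after seven days of incubation; strong numbers were not always called active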
H1N1 NS1A inhibition = H1N1 influenza NS1A inhibitors, functional cell based assay (AID 504329); NS1A functional cell-based assay, percent inhibition; higher % means a stronger effect; inhibition, % at 12.5 µM, or IC50 in µM where a hit was titrated; 0.3% of 340,000 active; in the data active means a potency from the dose series; inconclusive means inhibition above about 27% without an active follow-up result; further: strong numbers were not always called active
Salmonella PhoP GFP = Inhibition of PhoP regulon, Salmonella typhi GFP reporter cells, confirmation, 4 h (AID 1850). Salmonella Typhi PhoP-promoter GFP reporter, fluorescence, 4 h; higher % means a stronger effect. inhibition, % at 50 µM; hits with a dose series show IC50 in µM. 0.33% of 310,000 active; in the data active means a potency from the dose series; inconclusive means inhibition mostly from about 25% at the one dose, without a potency; inactive means the rest, 99 in 100 with inhibition below about 19%;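 further: 0% = induced wells with vehicle and 100% = uninduced wells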
VEEV TC-83 Vero 10K pilot screen = further read-out of VEEV TC-83 Vero, marked with its call; inhibition, %; measured here: 10K pilot screen inhibition
* = called active by the depositor; i = inactive; ? = inconclusive; . = no result given. The order is random; overall some 1.6% were active at least once.

SMILES | M. tuberculosis | VEEV TC-83 Vero | H37Rv inhibition | H1N1 NS1A inhibition | Salmonella PhoP GFP | others
CC(C)CC(NC(N)=O)C(=O)OCC(=O)Nc1ccc(SC(F)F)cc1 (stereo unspecified) | 11% | 0.6% | -2% | 4% | 8%
CCN(CC)C(=O)C(=O)c1ccn(-c2c(C)csc2C(=O)OC)c1 | 4% | 0.1% | 3% | -41% | -9% | VEEV TC-83 Vero 10K pilot screen=0.3
C=CCn1c(SCC(=O)Nc2ccc(Br)cc2)nc(O)c(CC)c1=O | 30% | 1.0% | 13% | 15% | -37%
Cc1cc(C)cc(OCC(=O)N(Cc2ccccc2)C2CCS(=O)(=O)C2)c1 (stereo unspecified) | -6% | i | 9% | 1% | 7%
COc1ccc(C(C)=O)cc1COc1ccc(Cl)cc1Cl | 11% | 3.9% | -3% | . | -3%
CCc1nc(-c2ccc(-c3ccc(OC)cc3)nc2OC)no1 | 57% | 2.8% | 68% | 0% | 0%
CCC(C)NC(=O)c1cc(C)no1 (stereo unspecified) | -2% | 1.6% | -8% | 0% | -6%
COc1ccc(-c2ccc(SCC(=O)NC3CCCC3)nn2)cc1OC | 0% | 10% | -7% | -2% | -6%
Cc1cccc(CC2CC(=O)N(c3ccc([N+](=O)[O-])cc3)C2=O)c1 (stereo unspecified) | 8% | 0.6% | 0% | -7% | 0%
CCOC(=O)N1CCC(Nc2c(NCCCN(CC)c3cccc(C)c3)c(=O)c2=O)CC1 | 38% | 1.1% | -16% | 22% | .
COc1ccc(CC(=O)OCC(=O)c2ccc[nH]2)cc1 | 74% | 0.5% | 1% | 0% | .
O=C(O)CCCCCCNC(=O)c1cncc(O)c1 | 11% | 1.2% | -1% | -3% | 7%
COC(=O)CSc1nc(-c2ccccc2)cc(-c2ccco2)c1C#N | 17% | 6.6% | -12% | 1% | -2%
CCSC(=O)N=Nc1ccc(O)cc1 | . | 3.3% | . | -2% | .
O=S1(=O)C=CC(c2ccccc2)C1 (stereo unspecified) | -13% | 2.2% | 6% | -17% | -10%

Overlap with the part before: 5 entries, followed by the next part.
SMILES | M. tuberculosis | VEEV TC-83 Vero | H37Rv inhibition | H1N1 NS1A inhibition | Salmonella PhoP GFP | others
COc1ccc(CC(=O)OCC(=O)c2ccc[nH]2)cc1 | 74% | 0.5% | 1% | 0% | .
O=C(O)CCCCCCNC(=O)c1cncc(O)c1 | 11% | 1.2% | -1% | -3% | 7%
COC(=O)CSc1nc(-c2ccccc2)cc(-c2ccco2)c1C#N | 17% | 6.6% | -12% | 1% | -2%
CCSC(=O)N=Nc1ccc(O)cc1 | . | 3.3% | . | -2% | .
O=S1(=O)C=CC(c2ccccc2)C1 (stereo unspecified) | -13% | 2.2% | 6% | -17% | -10%
COC(=O)[C@]12OC[C@]34C([C@@H](O)[C@@H]1O)[C@]1(C)CC(=O)C(O)=C(C)[C@@H]1C[C@H]3OC(=O)[C@H](O)[C@@H]24 (stereo partly specified) | -23% | 2.1% | -6% | 11% | -4% | VEEV TC-83 Vero 10K pilot screen=8.9
COc1ccc(N(CC(=O)Nc2ccccc2C(=O)N2CCOCC2)S(=O)(=O)c2ccc(F)cc2)cc1 | -7% | 1.2% | -2% | -1% | 1%
CCOC(=O)c1ccc[n+](C(C)C(=O)c2ccc(-c3ccccc3)cc2)c1 (stereo unspecified) | 5% | i | -1% | 7% | 18%
C[C@H](CO)N1C[C@H](C)[C@@H](CN(C)S(C)(=O)=O)Oc2c(NC(=O)C3CCCCC3)cccc2C1=O | -21% | i | -5% | 4% | .
CN(C)/C=C/c1c(C#N)c(=O)ncn1Cc1ccccc1 | -3% | 0.7% | 5% | -3% | 0%
COc1cc(OC)cc(-c2cc3nc(C4CCN(C(=O)OC(C)(C)C)CC4)cc(=O)n3[nH]2)c1 | 13% | 5.8% | 1% | 3% | 4%
CCOC(=O)c1c(S(=O)(=O)NCC(=O)Nc2cccc(C)c2)c(C)n(C)c1C | -3% | i | -2% | 4% | -10%
CCCS(=O)(=O)c1c(S(=O)(=O)CCC)c2c(N)cccn2c1C(=O)c1ccccc1 | -8% | i | -13% | 26% | -10%
CCOC(=O)c1sc(NC(=O)/C=C/c2cnn(C)c2C)c(C(=O)OC(C)C)c1C | -2% | 3.2% | -7% | 3% | -4%
CC(=O)NC(C)C(=O)OCc1ccc(Cl)cc1Cl (stereo unspecified) | -5% | i | 4% | -6% | -10%
CN(Cc1ccccc1)C(=O)c1ccc(NC(=O)C2CCN(C(=O)OC(C)(C)C)CC2)cc1 | 30% | 0.6% | -9% | 9% | .
Cc1ccc(CNC(=O)c2cc(S(=O)(=O)N3CCOCC3)cn2C)cc1 | -20% | 0.7% | -5% | 10% | 3%
CCOc1ccc(N2CC(NS(=O)(=O)c3cccnc3)CC2=O)cc1 (stereo unspecified) | -4% | 1.4% | -11% | -5% | 3%
CC(C)(C)NNC(=S)Nc1ccc(S(=O)(=O)N2CCOCC2)cc1 | -2% | 1.9% | 6% | -6% | -6%
CC(C)(C)c1[nH]ncc1[N+](=O)[O-] | -21% | 0.4% | 2% | -6% | -1%
O=C(N/N=C/c1ccco1)C1CC1(c1ccccc1)c1ccccc1 (stereo unspecified) | -11% | i | -4% | 21% | -2%
O=C(O)C1Nc2c(O)cc(Cl)c([N+](=O)[O-])c2C2C=CCC12 (stereo unspecified) | -16% | i | 10% | 26% | -3%
Cc1noc(C)c1CSCC(=O)Nc1cc(Cl)ccc1N1CCCCC1 | 14% | 6.0% | 12% | 0% | -5%
COc1ccccc1-n1nc(C(=O)NCc2ccco2)c2ccccc2c1=O | -6% | 2.8% | 4% | 9% | 29%
CCC1=C(OC(=O)N(CC)CC)N2C(=O)OC(=NCC3CC3)[C@]2(Cc2ccccc2)[C@H]2C1=CC[C@H]1C(=O)N(C)C(=O)[C@H]12 | 35% | 1.0% | 6% | -13% | -1%
COc1ccc(OCCCC(=O)Nc2cc(S(=O)(=O)N3CCCCC3)ccc2OC)cc1 | -4% | 1.0% | 1% | -1% | .
CCOC(=O)C1=C(C)OC(N)=C(C#N)C1c1cc(C)sc1C (stereo unspecified) | -2% | 7.0% | 2% | -2% | -7%
CCOc1ccc(NC(=O)CN(C)C(=O)CCCn2c(=O)oc3ccccc32)cc1OCC | -6% | 5.7% | -4% | -5% | -1%
Cn1c(=O)[nH]c2nncnc2c1=O | . | 0.8% | 5% | -7% | -2%
CCN(CC)S(=O)(=O)c1cccc(-c2nnc(SCC(=O)NC)n2N)c1 | . | 0.1% | -2% | -11% | -2%
Cc1ccccc1NC(=S)N1CCN(Cc2ccccc2)CC1 | -5% | 0.2% | -3% | 9% | -4%
O=C(NC1CCCCC1)C(c1ccncc1)N(C(=O)c1ccco1)c1ccc(F)cc1 (stereo unspecified) | 5% | 0.6% | 0% | 0% | 7%
COc1ccccc1NC(=O)Nc1ccc(CC#N)cc1 | -16% | 0.2% | 0% | 16% | -23%
CCN(CC)c1ccc(NC(=O)c2ccccc2OCC(=O)OC)cc1 | 78% | 0.6% | 5% | 21% | -3%
O=C1/C(=C/c2cccnc2)CCC/C1=C\c1cccnc1 | ? | . | ? | . | -6%
COc1ccccc1N1CCN(C(=O)C2CCCN(S(=O)(=O)c3ccc(C)cc3)C2)CC1 (stereo unspecified) | 27% | 0.1% | -1% | -3% | .
COc1cccc(O)c1CN1CCC(n2nccc2NC(=O)c2ccc3c(c2)OCO3)CC1 | 40% | 0.5% | 6% | -8% | -2%
Cc1cc(C)nc(SCC(=O)N(C)C)n1 | -5% | 1.4% | 10% | -6% | -2%
COc1ccc(S(=O)(=O)Nc2cc(Cl)ccc2-n2cncn2)cc1 | 22% | 3.9% | -12% | -5% | .
CCOC(=O)c1cnc2nc(COc3ccccc3)[nH]n2c1=O | 3% | 0.6% | -8% | -4% | -8%
CNS(=O)(=O)c1cn(CC(=O)NCc2ccccc2OC)cc1S(=O)(=O)NC | 20% | 1.3% | 1% | -7% | -6%
Cc1cc(C)c2nc(-c3ccccn3)cc(C(=O)NCc3ccco3)c2c1 | 27% | 6.7% | 5% | -1% | -1%
O=C(/C=C/c1ccc(Cl)cc1)NC(=S)Nc1ccc(C(=O)O)cc1 | 27% | 2.1% | 12% | -10% | 10%
O=S1(=O)CCO[C@H]2Cc3ccccc3[C@H]2N1Cc1ccccc1Br | 14% | 2.4% | -7% | 10% | 0%
COc1ccc(-c2c[n+]3c(n2-c2ccccc2)SCC3)cc1OC | 1% | i | -5% | -6% | 3%
COC(=O)C1=C(C)NC(=O)NC1c1ccccc1 (stereo unspecified) | -15% | 0.2% | -4% | -4% | 7%
COc1ccc(OC)c(C2C3=C(CCCC3=O)NC3=C2C(=O)CCC3)c1 | -7% | 0.2% | -4% | 14% | 9%
CCOc1ccc(N(CC(=O)N2CCCCCC2)S(C)(=O)=O)cc1 | 1% | 0.3% | 7% | 0% | -2%
COc1ccc(NC(=O)C(NC(C)=O)C(=O)Nc2ccc(F)cc2)cc1 (stereo unspecified) | 0% | 0.7% | -4% | -2% | -6%
Cc1ccc(OCC(=O)N2CCCCCC2)c(C)c1 | 15% | i | -2% | 1% | -6%

Next part, overlapping the part above by five compounds.
SMILES | M. tuberculosis | VEEV TC-83 Vero | H37Rv inhibition | H1N1 NS1A inhibition | Salmonella PhoP GFP | others
COC(=O)C1=C(C)NC(=O)NC1c1ccccc1 (stereo unspecified) | -15% | 0.2% | -4% | -4% | 7%
COc1ccc(OC)c(C2C3=C(CCCC3=O)NC3=C2C(=O)CCC3)c1 | -7% | 0.2% | -4% | 14% | 9%
CCOc1ccc(N(CC(=O)N2CCCCCC2)S(C)(=O)=O)cc1 | 1% | 0.3% | 7% | 0% | -2%
COc1ccc(NC(=O)C(NC(C)=O)C(=O)Nc2ccc(F)cc2)cc1 (stereo unspecified) | 0% | 0.7% | -4% | -2% | -6%
Cc1ccc(OCC(=O)N2CCCCCC2)c(C)c1 | 15% | i | -2% | 1% | -6%
CCN1CCN(c2ncnc3sc(C)c(-c4ccccc4)c23)CC1 | 3% | 3.8% | 8% | 10% | 6%
Cc1ccc(C(=O)NNC(=O)CCCN2C(=O)/C(=C/c3ccccc3Cl)SC2=S)cc1 | -11% | 3.5% | -12% | -9% | -2%
O=c1c2ccccc2nc2n1CCN2 | 5% | 0.8% | 1% | -2% | 5%
Cc1ccc(NC(=O)c2sc3ncnc(N4CCN(c5ccccn5)CC4)c3c2C)c(C)c1 | 69% | 12% | ? | -1% | -1%
O=C(Nc1ccccc1)C1=C[C@@H](c2ccc(Br)cc2)C[C@@H](OCc2ccc(CO)cc2)O1 | 6% | 3.2% | 15% | 5% | 8%
CCNC(=O)C1CC(=O)N(Cc2ccc3c(c2)OCO3)C(=Nc2ccc(F)cc2)S1 (stereo unspecified) | -9% | 0.2% | 4% | -14% | -11%
FC(F)(F)c1cnc(Nc2ccc(N3CCOCC3)cc2)c(Cl)c1 | 42% | 7.5% | 4% | 10% | -4%
Cn1c(C(=O)O)c(CC(=O)Nc2ccc(F)cc2F)c2ccccc21 | 0% | 1.9% | -8% | -7% | 6%
NC(=O)C1(c2ccccc2)OC1c1ccccc1 (stereo unspecified) | -11% | 0.8% | 5% | 4% | -7% | VEEV TC-83 Vero 10K pilot screen=0.7
CCOc1ccc(-n2c(SCC(=O)NC)nnc2-c2ccco2)cc1 | -23% | 1.7% | -2% | -6% | -6%
OCCNCCCCOc1cccc(Br)c1 | -18% | 0.3% | 4% | -8% | 10%
Cc1ccc(S(=O)(=O)N2C(=O)CCC2C(N)=O)cc1 (stereo unspecified) | -11% | 1.6% | 5% | -8% | 6%
O=C(O)CN1CCN(Cc2ccc(F)cc2)C1=O | 1% | i | -1% | -5% | 11%
